Bioassay records deposited in PubChem BioAssay by several laboratories.
ABCG2 block: human ABCG2 inhibition, ABCB1 as counter-screen; Q9UNQ0; IgMXP3 cells, JC-1 efflux, flow cytometry; 190,000 tested, 0.1% active; AID 1325; inhibition, % at 6.6 µM;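 active = inhibition above 80%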;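 also: 0% = DMSO and 100% = nicardipine control wells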
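Assay system – ABCG2 IgMXP3 and barcoded ABCB1 CCRF-Adr cell mix · Input – 3 million cells/mL in well · Reagent – JC-1 fluorescent substrate · Compound – single test compound dose, 6.6 µM final · Timing – 10 min exposure at 25 °C with rotation, no wash · Detection – flow cytometry of retained JC-1 fluorescence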
Pf gametocyte: P. falciparum stage V gametocyte viability inhibition | P. falciparum stage V gametocytes, ATP luminescence, 24 h | inhibition, % at 10.9 µM | 150,000 tested, 0.065% active;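 active = inhibition above the mean plus 3 SD of compounds within the control limits, set per campaign, cut at about 38% in these data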;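 also: 0% = DMSO wells and 100% = medium only without gametocytes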
Bim-Mcl-1: disrupts Bim peptide binding to human Mcl-1; Bead-based flow cytometry, Bim peptide-Mcl-1 binding; AID 1009; 190,000 tested, 0.1% active; Q07820; inhibition, % at 10 µM; in the data active = inhibition above about 40%;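 also: 0% = no compound tracer wells and 100% = peptide blocker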
RGS7-Gao: regulators of human RGS7-Galphao interaction | Multiplexed bead flow cytometry, RGS7-Galphao binding; actives lie on both sides | binding response (% of control), % at 10 µM | 220,000 tested, 0.35% active | AID 1439; in the data active = binding response below about 49% or above about 150%; inconclusive = no clear call, values can overlap the other calls; inactive = in between;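 also: fluorescent Galphao held in activated GDP-AlF4 state binding bead-coupled RGS7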
RGS8-Gao: regulators of human RGS8-Galphao interaction | P09471 | multiplexed bead flow cytometry, RGS8-Galphao binding; actives lie on both sides | response (percent of control binding), % at 10 µM | 220,000 tested, 0.34% active; in the data active = response below about 60% or above about 140%; inactive = in between;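 also: Galphao activated as the GDP aluminium fluoride complex binding bead-coupled RGS8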
ABCB1 inh: inhibitors of human ABCB1 transporter, ABCG2 counter-screen | inhibition, % at 6.6 µM | 190,000 tested, 0.067% active | P08183 | CCRF-Adr cells, JC-1 efflux, flow cytometry; in the data active = inhibition above about 40%;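 also: 0% = vehicle and 100% = reference inhibitor; higher value means more JC-1 retained so stronger ABCB1 efflux block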
Target sequence (P08183 whole entry, looked up): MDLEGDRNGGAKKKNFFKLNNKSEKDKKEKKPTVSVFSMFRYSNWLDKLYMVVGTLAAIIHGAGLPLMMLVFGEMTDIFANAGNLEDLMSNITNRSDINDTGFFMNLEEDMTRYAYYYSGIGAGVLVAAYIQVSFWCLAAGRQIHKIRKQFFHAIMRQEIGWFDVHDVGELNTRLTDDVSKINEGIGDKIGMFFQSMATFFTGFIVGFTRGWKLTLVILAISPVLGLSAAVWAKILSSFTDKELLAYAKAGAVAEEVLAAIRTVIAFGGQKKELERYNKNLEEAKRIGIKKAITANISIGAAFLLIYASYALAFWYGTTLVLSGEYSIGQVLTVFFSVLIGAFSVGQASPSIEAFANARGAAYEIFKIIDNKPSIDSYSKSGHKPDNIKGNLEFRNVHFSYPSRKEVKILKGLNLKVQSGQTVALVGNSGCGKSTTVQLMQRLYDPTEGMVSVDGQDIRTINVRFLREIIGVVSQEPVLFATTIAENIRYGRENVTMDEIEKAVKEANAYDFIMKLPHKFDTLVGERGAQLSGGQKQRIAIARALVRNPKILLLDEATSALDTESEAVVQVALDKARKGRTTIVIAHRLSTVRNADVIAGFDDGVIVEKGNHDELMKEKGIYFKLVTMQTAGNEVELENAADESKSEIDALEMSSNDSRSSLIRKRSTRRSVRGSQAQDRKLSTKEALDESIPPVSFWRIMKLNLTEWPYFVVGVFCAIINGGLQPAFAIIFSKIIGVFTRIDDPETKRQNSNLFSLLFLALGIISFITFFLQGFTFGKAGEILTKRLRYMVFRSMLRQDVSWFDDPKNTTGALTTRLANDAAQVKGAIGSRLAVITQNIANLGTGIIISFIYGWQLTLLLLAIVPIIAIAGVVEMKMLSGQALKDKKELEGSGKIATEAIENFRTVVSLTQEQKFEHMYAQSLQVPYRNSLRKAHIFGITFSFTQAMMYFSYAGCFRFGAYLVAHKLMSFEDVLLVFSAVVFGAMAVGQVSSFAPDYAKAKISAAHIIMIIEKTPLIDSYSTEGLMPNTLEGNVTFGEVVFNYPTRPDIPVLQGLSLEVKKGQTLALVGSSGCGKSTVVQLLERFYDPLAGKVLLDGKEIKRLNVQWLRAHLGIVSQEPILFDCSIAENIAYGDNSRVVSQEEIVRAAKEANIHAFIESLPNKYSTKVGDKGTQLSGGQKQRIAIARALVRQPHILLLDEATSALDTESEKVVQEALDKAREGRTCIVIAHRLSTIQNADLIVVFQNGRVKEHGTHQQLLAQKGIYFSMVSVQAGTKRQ
Mcl1-Bid inh: Mcl-1/Bid interaction inhibition; Q07820; TR-FRET Mcl-1/Bid-Dy647 peptide binding, 1536-well; inhibition, % at 21.7 µM; 220,000 tested, 0.97% active; AID 1021;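 active = compounds that cut the binding signal by more than half at the single screening dose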;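 also: His-tagged Mcl-1 with europium anti-His antibody binding Bid BH3 peptide; 0% = Mcl-1 plus peptide wells and 100% = peptide-only wells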
Mcl1-Noxa inh: disrupts binding of human Mcl-1 to Noxa peptide. inhibition, % at 21.7 µM. TR-FRET Mcl-1/Noxa peptide binding, 2 h. AID 1022. 220,000 tested, 1.5% active. Q07820;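 active = compounds that cut the protein-peptide binding signal by more than 50% relative to plate controls in a single-dose test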;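 also: His-tagged Mcl-1 with rhodamine Noxa BH3 peptide and terbium anti-His antibody; 0% = Mcl-1 plus Noxa peptide wells and 100% = peptide-only wells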
GSH bead fluor: compound fluoresces at 488/530 nm on GSH beads | GSH beads flow cytometry, compound fluorescence 488/530 nm; active compounds read high | fluorescence (KMESF) at 10 µM | 190,000 tested, 0.25% active; in the data active = fluorescence above about 89;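 also: glutathione beads carrying GST-tagged Bcl family fusion proteins plus one bare bead set; values are compound well signal with DMSO vehicle wells as background; inactives centre near 16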
Avidin fluor: compound fluoresces at 488/530 nm on avidin beads; compound fluorescence 488/530 nm, flow cytometry; active compounds read high; fluorescence (KMESF) at 10 µM; 220,000 tested, 0.38% active; in the data active = fluorescence above about 47; also: inactives centre near 10
RGS4-Gao reg: modulates binding of RGS4 to human Galphao; P09471; Multiplexed bead flow cytometry; actives lie on both sides; binding response (% of control), % at 10 µM; 220,000 tested, 0.33% active; in the data active = binding response below about 49% or above about 150%; inactive = in between;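 also: fluorescent Galphao activated with aluminum fluoride binding bead-coupled RGS4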
* = called active by the depositor; ? = inconclusive; nt = not tested or not shown; & = joins results of further samples.

no.	compound	ABCG2 block	Pf gametocyte	Bim-Mcl-1	RGS7-Gao	RGS8-Gao	ABCB1 inh	Mcl1-Bid inh	Mcl1-Noxa inh	GSH bead fluor	Avidin fluor	RGS4-Gao reg
1	Cc1ccc(OCC(=O)NNC(=O)CCc2ccccc2)cc1	5	nt	-1	101	102	0.6	-15	8	14	8	101
2	Cc1cccc(S(=O)(=O)NC(Cc2c[nH]c3ccccc23)C(=O)O)c1 (stereo unspecified)	3	nt	-3	101	101	0.1	-14	14	9	11	99
3	CNC(=O)C1CCC(=O)N1Cc1ccc(C)cc1 (stereo unspecified)	2	nt	0	104	104	0.3	-24	9	10	7	104
4	O=C(NCc1cccnc1)C(=O)Nc1ccc2c(c1)OCO2	1	-15	1	91	99	0.8	-22	-3	18	8	96
5	COc1ccc(CN2CCN(CC=C(C)C)C(CCO)C2)cc1Cn1cccn1 (stereo unspecified)	6	nt	-3	98	96	1.1	-15	5	12	10	98
6	CCOP(=O)(OCC)C(Nc1cccc(C(F)(F)F)c1)c1ccc(F)cc1 (stereo unspecified)	13	15	-2	100	102	1.4	-5	7	13	10	100
7	CC(C)(C)c1ccc(C(=O)NCCn2c(N)c(C#N)c3nc4ccccc4nc32)cc1	25	nt	0	100	86	1.3	3	-8	24	4	97
8	CN1CCN(c2ccc(CNS(=O)(=O)c3ccc(Cl)cc3)cc2)CC1	nt	5	nt	?	104	nt	-10	24	nt	5	97
9	Cc1ccc(Cc2cnc(NC(=O)/C(C#N)=C/c3ccc(-c4ccccc4[N+](=O)[O-])o3)s2)cc1	-1	-6	4	106	103	-0.2	9	10	15	34	102
10	CCc1ccc(NC(=O)c2cnc(N3CCN(c4ccccn4)CC3)c3ccccc23)cc1	1	-25	-4	107	106	1.5	4	-7	13	11	109
11	COc1ccc(CCNC(=O)CCCn2c(SCC#N)nc3ccccc3c2=O)cc1OC	2	7	-3	103	97	0.5	-5	3	68	14	98
12	CCOC(=O)c1c(NC(=S)NC(=O)c2ccc(Cn3cc(Cl)cn3)o2)sc2c1CCC(C)C2 (stereo unspecified)	0	nt	-1	98	101	0.0	-7	19	17	36	100
13	CC(C)[C@H](NC(=O)c1ccccc1)C(=O)OCC(=O)NCCC1=CCCCC1	-3	-21	-2	129	111	0.7	-24	-21	8	54*	113
14	Cc1ccc(-c2nnc(SCC(=O)N3CCN(c4ccccc4)CC3)o2)cc1	1	nt	-1	98	104	-0.1	-3	-3	15	9	95
15	Cn1cnnc1Sc1nc([N+](=O)[O-])nn1C	2	3	11	120	102	0.6	-13	4	11	30	107
16	COc1ccc(C(=O)NCCc2ccc(F)cc2)cc1OC	15	-4	0	109	104	1.0	-25	9	13	9	101
17	O=C(NN1CCCCC1)c1ccc(COc2ccc(Cl)cc2)cc1	16	1	-1	87	96	0.9	-25	6	13	10	97
18	CCOC(=O)C1CCN(C(=O)CN(c2cccc(OC)c2)S(=O)(=O)c2ccccc2)CC1	11	nt	-3	102	104	2.6	-15	17	24	10	103
19	CCn1nc(C)c(C(=O)Nc2cc(Oc3ccc(Cl)cc3)cc([N+](=O)[O-])c2)c1C	4	nt	-4	103	102	0.3	-3	1	16	2	98
20	COc1cccc(/C=N/c2sc(Cc3ccccc3)c(C)c2C(N)=O)c1O	-1	9	-7	101	103	nt	-49	36	9	12	99
21	O=C(CCCc1nc2ccccc2s1)Nc1ccc(N2CCOCC2)cc1	2	-3	-2	94	98	0.6	-30	33	28	9	95
22	CCc1cccc(Nc2cc(C)nc3nc(C)nn23)c1	2	nt	23	105	99	0.1	1	1	12	24	105
23	CCOC(=O)C1CCCN(C(=O)c2sc3nc(-c4ccc(F)cc4)cn3c2C)C1 (stereo unspecified)	53	6	-5	99	102	5.8	-44	21	16	9	104
24	Cc1cc(-c2nsc(=O)o2)c(S(C)(=O)=O)s1	1	2	0	90	89	0.6	11	9	21	17	89
25	NS(=O)(=O)c1ccc(NC(=S)NC(=O)c2ccco2)cc1	0	nt	-4	101	99&101	-0.3	-15&-33	2&12	13	6&12	98&100
26	CCOc1ccc(NC(=S)NC23CN4CN(CN(C4)C2)C3)cc1	0	3	-2	99	99	0.3	-16	11	12	11	99
27	ClCc1nnc(-c2ccccc2)o1	0	18	-1	95	85	0.6	-22	1	5	9	97
28	O=C(Oc1ccccc1C(=O)Nc1ccccc1)c1ccc(Br)c([N+](=O)[O-])c1	13	-2	-7	101	103	1.8	-28	7	13	16	104
29	CCCCCC(=O)NC(=S)Nc1ccc2oc(=O)ccc2c1	23	-20	-5	?	100	0.8	-15	56*	19	13	98
30	CCC(C)NC(=O)C1CCC(=O)N(c2ccc3c(c2)OCO3)C1c1ccc(OC)cc1 (stereo unspecified)	-3	nt	0	99	102	-2.5	4	9	24	9	101
31	O=c1cc(CN2CCc3ccccc3C2)nc2sccn12	12	-4	-5	96	97	-0.5	-29	3	13	11	95
32	CCCCCC1CCC(C(=O)O)CC1 (stereo unspecified)	-1	nt	-1	101	101	-0.3	1	16	10	13	100
33	CC(C)Oc1ccc(C2CC(=O)N(c3ccc(N(C)C)cc3)C2=O)cc1 (stereo unspecified)	1	nt	-3	101	102	0.6	-20	7	27	7	99
34	CS(=O)(=O)N1CCC(NC(=O)Cc2ccccc2)CC1	4	nt	0	102	103	1.6	-20	-5	60	8	102
35	COc1ccc(/C=N/Nc2nc(-c3ccc(C)cc3)c(NC(C)=O)s2)cc1	nt	0	nt	?	92	nt	-36	50	nt	3	92
36	Fc1ccc(-c2nc3ccccc3[nH]2)cc1	1	7	0	89	89	0.1	1	18	21	9	92
37	CCOC(=O)CN1C(=O)C(O)(CC(=O)c2cccc(OC)c2)c2ccccc21 (stereo unspecified)	-5	5	5	95	99	-5.6	-10	13	30	16	96
38	CCOC(=O)c1ccc(C(=O)OCC)nc1	1	nt	0	109	113	0.3	8	17	16	9	107
39	O=C(COc1ccccc1)Nc1ccc(Cl)cc1Cl	1	nt	0	100	103	0.3	-11	1	25	11	99
40	CC(C)COc1nc2ccccc2nc1C(C#N)C(=O)NC1CCCCC1 (stereo unspecified)	1	-51	-1	89	96	-0.2	-42	-6	9	13	89
41	COc1ccc(C2=NOC(C(=O)Nc3c(C)n(C)n(-c4ccccc4)c3=O)C2)cc1OC (stereo unspecified)	1	nt	2	107	93	0.3	-11	-9	13	9	100
42	CC(NC1CCCC1)C(=O)Nc1ccccc1-c1ccccc1 (stereo unspecified)	0	nt	-2	98	100	0.0	17	23	12	33	99
43	Cn1ccc(-c2ccccc2)n1	0	11	-4	103	105	0.1	-8	4	12	22	103
44	COc1ccc(-n2cnc3cc(NS(=O)(=O)c4ccc(C)cc4)ccc32)cc1	1	nt	-2	119	116	0.5	-6	-5	36	4	115
45	N=C1/C(=C\c2ccc(SCc3ccco3)o2)C(=O)N=C2SC=NN12	-4	-12	5	95	99	-0.7	-18	46	7	21	102
46	CC(=O)C1=C(O)C(=O)N(Cc2cccnc2)C1c1ccc(O)cc1 (stereo unspecified)	2	-25	-1	100	98	0.3	4	24	13	20	97
47	Cn1c(=O)c2c(nc(CN3CCN(CCO)CC3)n2CCc2ccccc2)n(C)c1=O	2	nt	0	96	97	0.3	-8	26	18	7	93
48	CSc1cccc(NC(=S)Nc2cc(C)ccc2C)c1	nt	-7	nt	?	104	nt	-22	14	nt	2	101
49	CC1CCN(C(=O)Cn2c(=O)oc3ccccc32)CC1	15	-10	0	93	99	1.3	-10	1	19	34	98
50	O=C(Nc1nc(-c2ccccn2)cs1)C1CC1	1	nt	-1	99	104	0.1	-1	-9	13	7	103
51	Cc1cccc2nc(CSC(=N)N)c(Br)n12	-2	-4	2	99	99	-0.3	-1	11	9	7	98
52	COc1ccc(OC)c(NC(=O)COC(=O)CNC(=O)c2ccc(OC)c(OC)c2)c1	0	10	1	99	96	-0.2	-14	-5	17	20	101
53	CCC(Oc1ccccc1)C(=O)Nc1nnc(C)s1 (stereo unspecified)	4	24	0	101	102	0.3	-8	-11	12	11	100
54	CCN(CC)c1nc(N)c([N+](=O)[O-])c(NCCO)n1	26	6	-16	99	101	1.5	-28	-4	18	7	99
55	Cc1ccc(S(=O)(=O)NNC(=S)NC(C)(C)C)cc1	nt	14	nt	?	102	nt	-7	-14	nt	7	99
56	Cn1ccnc1Sc1cc(Cl)ccc1[N+](=O)[O-]	7	-9	1	?	103	1.5	-24	-11	15	10	107
57	COCCn1c(CN2CCc3ccccc3C2)nc2c1c(=O)n(C)c(=O)n2C	0	-7	1	96	99	0.7	-16	15	12	10	98
58	Cc1cc(N2CCCC2)c(C)cc1C=O	3	-12	1	99	101	0.6	-19	-5	31	11	96
59	Nc1nn(-c2ccccc2)c(N)c1N=Nc1cccc(F)c1	nt	9	nt	?	99	nt	-8	-5	nt	8	98
60	O=C(C1Cc2ccccc2CN1S(=O)(=O)c1cccs1)N1CCCCC1 (stereo unspecified)	3	nt	0	97	98	1.3	-10	6	21	17	101

Other results
no.	compound	ABCG2 block	Pf gametocyte	Bim-Mcl-1	RGS7-Gao	RGS8-Gao	ABCB1 inh	Mcl1-Bid inh	Mcl1-Noxa inh	GSH bead fluor	Avidin fluor	RGS4-Gao reg
61	C=CCn1c(SCc2ccc(Cl)cc2)nc2c1c(=O)[nH]c(=O)n2C	2	16	0	103	101	0.9	-11	5	8	11	113
62	Cn1c(=O)c2c(ncn2CC(=O)OCC(=O)NCc2ccc(Cl)cc2)n(C)c1=O	-3	-4	-2	102	100	0.2	-23	6	15	15	100
63	COc1ccc(CNC(=O)C/C(C)=N/NC(=O)c2ccc([N+](=O)[O-])cc2Cl)cc1	0	nt	3	91	94	0.0	-16	-14	17	10	89
64	O=c1cc(N2CCN(c3ccccc3)CC2)[nH]c(=O)n1Cc1ccc(F)cc1	3	nt	-1	101	106	0.3	-31	13	21	8	110
65	Cc1cc(=O)oc(C)c1C(=O)NCc1ccccc1	-1	nt	3	102	102	-0.2	-3	15	9	9	101
66	COc1ccc2[nH]cc(C(=O)CN3CCC(C)CC3)c2c1	1	nt	0	101	100	0.1	-29	-2	4	8	102
67	COc1cc(/C=N/NC(=O)c2ccncc2)ccc1OCc1cnc(Cl)s1	-2	-15	-1	94	100	0.1	-21	0	10	8	100
68	CCCCCCCC(=O)NC1=NC(=O)C(C)(C)S1	nt	2	nt	?	100	nt	5	-6	nt	9	96
69	Fc1ccc(Nc2cccc3nccnc23)cc1	19	0	-4	99	100	1.0	-43	5	12	17	99
70	CC(C)OCCCNC(=O)C(=O)NCCCOC(C)C	0	nt	-4	102	103	0.1	8	11	38	8	103
71	O=C(NCc1ccc(Cl)cc1)c1cnn2ccccc12	4	nt	1	102	103	1.0	-2	-22	27	7	98
